Compound activity as filed in PubChem.
CASP6 VEID inh: inhibitors of human caspase-6; inhibition, % at 12.5 µM; AID 686996; P55212; hit rate 0.53% among 350,000; purified caspase-6, Z-VEID-R110 cleavage fluorescence;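 active = mean inhibition across replicates at least about 35%, with every replicate also reaching that limit, limit read from the data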;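 note: 0% = median of neutral control wells and 100% = no fluorescence left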
PglD DTNB: blocks C. jejuni PglD acetyltransferase activity. purified PglD enzyme, DTNB colorimetric CoA detection. inhibition, % at 12.5 µM. hit rate 0.098% among 360,000; in the data active = inhibition above about 16%, passing the limit was not always enough; note: strong numbers were not always called active
RAD52 inh: inhibitors of human RAD52 DNA annealing. P43351. recombinant RAD52 DNA annealing, FRET fluorescence. inhibition, % at 18.7 µM. hit rate 0.46% among 360,000;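 active = every replicate showing at least 50% inhibition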
Target sequence (P43351 whole entry, looked up): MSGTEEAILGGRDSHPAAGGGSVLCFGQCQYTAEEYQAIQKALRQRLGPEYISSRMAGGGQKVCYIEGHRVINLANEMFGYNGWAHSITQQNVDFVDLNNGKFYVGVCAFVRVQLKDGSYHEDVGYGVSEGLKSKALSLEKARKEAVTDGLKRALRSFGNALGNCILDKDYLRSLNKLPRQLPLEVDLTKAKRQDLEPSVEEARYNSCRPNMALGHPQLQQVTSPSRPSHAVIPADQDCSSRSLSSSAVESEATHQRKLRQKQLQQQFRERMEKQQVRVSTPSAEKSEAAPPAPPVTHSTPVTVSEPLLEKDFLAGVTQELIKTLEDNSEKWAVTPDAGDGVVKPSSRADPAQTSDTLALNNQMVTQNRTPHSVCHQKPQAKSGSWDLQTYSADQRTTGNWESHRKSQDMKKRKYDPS
ERp5 inh: blocks human ERp5 reductase activity on insulin; Q15084; ERp5 insulin aggregation, absorbance 650 nm, 90 min; inhibition, % at 9.99 µM; hit rate 0.05% among 350,000; AID 651711;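 active = mean replicate inhibition above about 25%, with every replicate also reaching it, limit read from the data, passing the limit was not always enough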
ARNT-TACC3 inh: disruptors of human ARNT/TACC3 interaction; Q9Y6A5; AlphaScreen His-ARNT PAS-B/GST-TACC3 binding, luminescence; TACC3 fragment carries E629A point mutation; inhibition, % at 9.99 µM; hit rate 0.66% among 390,000;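 active = mean inhibition of replicates at least 50% and at least half of replicates each reaching 50%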;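 note: 0% = complete ARNT plus TACC3 wells and 100% = ARNT alone without TACC3; many hits fall short of the cut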
E-selectin induc: E-selectin induction on HUVECs; hit rate 0.37% among 260,000; P16581; HUVEC E-selectin immunofluorescence imaging; normalized: neutral wells 0, TNF-alpha wells 100; activation, % at 7.58 µM;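 active = mean E-selectin-positive cell signal at least 10% of the positive control, reached in at least 60% of replicates, without over 20% cell loss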;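 note: in these data hits start at about 27%; measured in HUVEC primary endothelial cells; signal is the percent of cells scored E-selectin positive by PE staining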
Target sequence (P16581 whole entry, looked up): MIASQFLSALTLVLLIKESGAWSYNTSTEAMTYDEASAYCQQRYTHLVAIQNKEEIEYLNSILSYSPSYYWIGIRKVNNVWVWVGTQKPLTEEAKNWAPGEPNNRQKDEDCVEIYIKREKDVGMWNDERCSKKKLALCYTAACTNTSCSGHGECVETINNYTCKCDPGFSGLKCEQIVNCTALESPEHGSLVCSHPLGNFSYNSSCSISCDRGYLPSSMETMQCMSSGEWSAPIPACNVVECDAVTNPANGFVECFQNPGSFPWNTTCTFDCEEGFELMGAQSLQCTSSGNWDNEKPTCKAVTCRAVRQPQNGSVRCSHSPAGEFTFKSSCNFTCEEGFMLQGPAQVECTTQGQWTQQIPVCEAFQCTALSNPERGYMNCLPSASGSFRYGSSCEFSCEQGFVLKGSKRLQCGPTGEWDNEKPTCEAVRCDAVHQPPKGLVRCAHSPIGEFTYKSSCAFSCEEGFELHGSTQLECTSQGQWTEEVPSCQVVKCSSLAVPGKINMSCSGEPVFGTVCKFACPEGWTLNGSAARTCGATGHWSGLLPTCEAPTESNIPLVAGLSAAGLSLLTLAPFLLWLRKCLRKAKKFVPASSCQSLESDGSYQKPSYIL
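Test system – human umbilical vein endothelial cells (HUVEC), E-selectin induction · Input – 3,000 HUVEC seeded per well · Buffer or medium – EGM-2, gelatin · Compound dosing – single-point compound dose · Detection – immunofluorescence imaging · Measure – percent E-selectin-positive cells · Controls – TNF-alpha high, DMSO low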
esBAF inh: SWI/SNF esBAF complex inhibition | mouse ES cells, Bmi1-luciferase knock-in reporter, 24 h; 100% = twice the neutral-well signal | AID 602393 | reporter increase, % at 12.5 µM | hit rate 2% among 350,000; in the data active = activation above about 40%;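 note: 0% = median of the plate's neutral control wells and 100% = double that signal; a rise in the Bmi1 reporter signal indicates esBAF inhibition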
RAD54 inh: blocks human RAD54 Holliday junction branch migration; Q92698; FAM/BHQ fluorescence; inhibition, % at 10.4 µM; hit rate 0.14% among 360,000; AID 602329;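 active = mean normalized replicate activity at least 40 and at least half of replicates scoring 40 or more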;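 note: 0% = median of neutral control wells and 100% = median of positive control wells; inhibitors cause a drop in the FAM fluorescence signal; in these data hits start at about 50%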
* hit, by the source's call.

How did COc1cc(OC)c(C(=O)OCC(=O)c2cc(C)n(CC3CCCO3)c2C)cc1OC (centres undefined) do in these assays?
CASP6 VEID inh: -0.6; PglD DTNB: 5.0; RAD52 inh: -25.0; ERp5 inh: 0.9; ARNT-TACC3 inh: -3.9; E-selectin induc: 5.8; esBAF inh: -4.7; RAD54 inh: 1.3

Results for CCCCC[C@H](O)/C=C/[C@@H]1[C@@H](C/C=C\CCCC(=O)O)[C@@H](O)C[C@H]1O ?
CASP6 VEID inh: -1.3; PglD DTNB: -1.1; RAD52 inh: -4.8; ERp5 inh: 5.3; ARNT-TACC3 inh: -3.3; E-selectin induc: 2.3; esBAF inh: -0.9; RAD54 inh: 1.6

What do the screens show for `Cc1ccc2nc(C)cc(N/N=C/c3cccnc3)c2c1`?
CASP6 VEID inh: -0.8; RAD52 inh: -26.7; ERp5 inh: 1.6; ARNT-TACC3 inh: 6.5; E-selectin induc: -2.6

What do the screens show for `O=c1[nH]c(/C=C\c2cccc(Cl)c2)nc(O)c1[N+](=O)[O-]`?
CASP6 VEID inh: 17.2; PglD DTNB: -3.1; RAD52 inh: -5.9; ERp5 inh: 3.0; ARNT-TACC3 inh: 14.8; esBAF inh: -6.2; RAD54 inh: -1.6

What do the screens show for `Cc1ccccc1CC(=O)N1CCCC(CCC(=O)N2CCN(c3ccccn3)CC2)C1` (centres undefined)?
CASP6 VEID inh: 4.0; RAD52 inh: -1.2; ERp5 inh: -0.9; ARNT-TACC3 inh: 23.8; E-selectin induc: 0.4

How did COc1ccc(S(=O)(=O)Nc2ccc3c(c2)C(=O)N([C@@H](C)CO)C[C@H](C)[C@H](CN(C)S(=O)(=O)c2ccc(C)cc2)OCCCC[C@H](C)O3)cc1 do in these assays?
CASP6 VEID inh: 0.6; PglD DTNB: -0.4; RAD52 inh: -35.5; ERp5 inh: -0.5; ARNT-TACC3 inh: -1.2; esBAF inh: 19.6; RAD54 inh: -10.0

What do the screens show for `CCOC(=O)c1c(C)nc2sccn12`?
PglD DTNB: -2.0; ARNT-TACC3 inh: -4.9; esBAF inh: 0.2; RAD54 inh: -9.7

What do the screens show for `Cc1cc(NC(=O)c2ccc(Cl)cc2)no1`?
PglD DTNB: -1.7; ARNT-TACC3 inh: -2.5; esBAF inh: 24.3; RAD54 inh: -6.5

Results for CC(C)(C)C1CCc2sc(-c3nnc(CCl)o3)cc2C1 (centres undefined) ?
CASP6 VEID inh: 6.6; RAD52 inh: -6.0; ERp5 inh: 1.2; ARNT-TACC3 inh: -1.0; E-selectin induc: -0.7

How did CCOc1ccc(-c2cc(C(=O)N3CCN(C)CC3)c3ccccc3n2)cc1 do in these assays?
CASP6 VEID inh: 0.1; PglD DTNB: 5.3; RAD52 inh: -10.1; ERp5 inh: -0.2; ARNT-TACC3 inh: -1.6; esBAF inh: -35.8; RAD54 inh: 5.7

How did Nc1ccc[n+](CC(=O)c2ccccc2)c1 do in these assays?
CASP6 VEID inh: 11.9; PglD DTNB: -3.0; RAD52 inh: 10.3; ERp5 inh: 2.3; ARNT-TACC3 inh: -2.6; esBAF inh: -5.8; RAD54 inh: 0.4

Results for O=C(CSc1ccccn1)N1CCCC(Nc2ccccc2)C1 (centres undefined) ?
CASP6 VEID inh: 3.4; PglD DTNB: -1.9; RAD52 inh: -1.6; ERp5 inh: -0.9; ARNT-TACC3 inh: 1.3; esBAF inh: -0.9; RAD54 inh: 11.8

Brought forward from above: two compounds, followed by the next part.
How did Nc1ccc[n+](CC(=O)c2ccccc2)c1 do in these assays?
CASP6 VEID inh: 11.9; PglD DTNB: -3.0; RAD52 inh: 10.3; ERp5 inh: 2.3; ARNT-TACC3 inh: -2.6; esBAF inh: -5.8; RAD54 inh: 0.4

Results for O=C(CSc1ccccn1)N1CCCC(Nc2ccccc2)C1 (centres undefined) ?
CASP6 VEID inh: 3.4; PglD DTNB: -1.9; RAD52 inh: -1.6; ERp5 inh: -0.9; ARNT-TACC3 inh: 1.3; esBAF inh: -0.9; RAD54 inh: 11.8

What do the screens show for `Cc1ccc(S(=O)(=O)N(C)C[C@@H]2Oc3c(NS(=O)(=O)c4ccccc4)cccc3C(=O)N([C@@H](C)CO)C[C@@H]2C)cc1`?
CASP6 VEID inh: 2.1; PglD DTNB: 0.4; RAD52 inh: 8.8; ERp5 inh: -6.7; ARNT-TACC3 inh: -5.6; E-selectin induc: -0.8; esBAF inh: -8.8; RAD54 inh: 1.2

Results for COc1ccc(Br)cc1CN1CCCCCCC1 ?
CASP6 VEID inh: -0.6; PglD DTNB: 2.2; RAD52 inh: -11.8; ERp5 inh: -2.7; ARNT-TACC3 inh: -4.1; esBAF inh: -7.8; RAD54 inh: -13.0

How did CCS(=O)(=O)N1CCN(c2c(Cl)cccc2[N+](=O)[O-])CC1 do in these assays?
PglD DTNB: -6.2; ARNT-TACC3 inh: 6.0; esBAF inh: -2.6; RAD54 inh: 4.2

What do the screens show for `CCOC(=O)[C@@H]1[C@H]2COc3cc(OC)ccc3[C@@H]2N2C(=O)N(c3ccc(C)cc3)C(=O)[C@@]12C`?
CASP6 VEID inh: -0.6; PglD DTNB: 3.2; RAD52 inh: -6.4; ERp5 inh: 0.8; ARNT-TACC3 inh: 6.7; E-selectin induc: -0.1; esBAF inh: -6.4; RAD54 inh: -13.8

Results for COc1ccccc1S(=O)(=O)N[C@@H]1CC[C@H](CCn2cc(C3CCCC3)nn2)O[C@H]1CO ?
CASP6 VEID inh: 1.4; RAD52 inh: -8.0; ERp5 inh: 4.3; E-selectin induc: -0.1

What do the screens show for `CCOC(=O)CNC(=O)c1ccccc1`?
PglD DTNB: -3.7; ARNT-TACC3 inh: -2.4; esBAF inh: 8.9; RAD54 inh: 1.8

How did Cc1ccc(S(=O)(=O)CCc2nc3ccccc3n2CCC#N)cc1 do in these assays?
PglD DTNB: 6.1; ARNT-TACC3 inh: -2.8; esBAF inh: -3.7; RAD54 inh: 1.7

What do the screens show for `COCCOC(=O)N1C(=O)[C@@]2(c3cc(C#Cc4ccc(OC)cc4)ccc31)[C@H](C(=O)N1CCN(c3ncccn3)CC1)[C@H]1C(=O)O[C@H](c3ccccc3)[C@H](c3ccccc3)N1[C@@H]2c1ccccc1OCCO`?
CASP6 VEID inh: 0.1; PglD DTNB: 1.8; RAD52 inh: -4.4; ERp5 inh: -2.0; ARNT-TACC3 inh: 20.0; RAD54 inh: -3.6

Results for COc1cccc(S(=O)(=O)Nc2ccc3c(c2)[C@H]2C[C@H](CC(=O)NCc4ccc(Cl)cc4)O[C@H](CO)[C@H]2O3)c1 ?
CASP6 VEID inh: 0.9; PglD DTNB: -0.4; RAD52 inh: 18.4; ERp5 inh: -1.1; ARNT-TACC3 inh: 0.5; E-selectin induc: -0.5; esBAF inh: 8.8; RAD54 inh: -7.3

How did O=C(CC1SC(=Nc2ccccc2)N(CCc2c[nH]c3ccccc23)C1=O)Nc1ccccc1F (centres undefined) do in these assays?
CASP6 VEID inh: -0.2; RAD52 inh: -24.6; ERp5 inh: -2.3; ARNT-TACC3 inh: -3.9

How did Cc1ccc(NS(=O)(=O)c2ccc(NC(=O)C3CC3)cc2)c(C)c1 do in these assays?
CASP6 VEID inh: 4.0; PglD DTNB: 0.1; RAD52 inh: 4.8; ERp5 inh: 3.5; ARNT-TACC3 inh: -4.0; E-selectin induc: -1.5; esBAF inh: -7.1; RAD54 inh: -9.0

How did CC1CCCN(C(=O)CSc2nnc(-c3ccc(S(=O)(=O)N4CCOCC4)cc3)n2C)C1 (centres undefined) do in these assays?
PglD DTNB: 0.5; ARNT-TACC3 inh: -8.5; esBAF inh: 2.0; RAD54 inh: 5.5

What do the screens show for `CCCC(C(=O)NC1CCCC1)N(C(=O)c1snc(C(N)=O)c1N)c1ccc(F)cc1` (centres undefined)?
CASP6 VEID inh: 4.6; PglD DTNB: -2.1; RAD52 inh: 0.7; ERp5 inh: -1.1; ARNT-TACC3 inh: 0.1; E-selectin induc: 0.0; esBAF inh: -5.1; RAD54 inh: -2.0

What do the screens show for `COC(=O)CN(C)C(=O)c1ccc(OC2CCN(S(=O)(=O)N(C)C)CC2)cc1`?
CASP6 VEID inh: -3.9; PglD DTNB: -5.3; RAD52 inh: 11.9; ERp5 inh: 3.0; ARNT-TACC3 inh: 2.8; E-selectin induc: 0.2; esBAF inh: 20.2; RAD54 inh: -5.7

How did Cc1ccc(S(=O)(=O)c2ccc([N+](=O)[O-])o2)cc1 do in these assays?
CASP6 VEID inh: 12.1; RAD52 inh: -0.1; ERp5 inh: 20.5; ARNT-TACC3 inh: -5.9; E-selectin induc: -0.3

How did CCN(CC)S(=O)(=O)c1ccc(S(=O)(=O)NCc2cccs2)cc1 do in these assays?
CASP6 VEID inh: 0.2; PglD DTNB: -7.7; RAD52 inh: -11.7; ERp5 inh: -1.1; ARNT-TACC3 inh: -1.6; esBAF inh: -6.3; RAD54 inh: -9.7

How did Cc1ccc(C(=O)N2CCC3(CC2)Oc2ccc(F)cc2C(=O)C32CC(c3ccccc3)=NO2)s1 (centres undefined) do in these assays?
CASP6 VEID inh: -2.5; PglD DTNB: -4.8; RAD52 inh: -5.1; ERp5 inh: -4.1; ARNT-TACC3 inh: 1.5; E-selectin induc: -0.1; esBAF inh: 2.1; RAD54 inh: 4.2

How did CC(C)CCNC(=O)C(CC(C)C)N(Cc1ccc2c(c1)OCO2)C(=O)c1snc(C(N)=O)c1N (centres undefined) do in these assays?
CASP6 VEID inh: 0.3; RAD52 inh: -7.6; ERp5 inh: -1.0; ARNT-TACC3 inh: 11.3; E-selectin induc: -0.6

How did CCC(C)(C)NC(=O)CN(C(=O)c1snc(C(N)=O)c1N)c1ccc2c(c1)OCO2 do in these assays?
PglD DTNB: -1.0; ARNT-TACC3 inh: 27.1; esBAF inh: 5.7; RAD54 inh: 3.0

What do the screens show for `O=C(NCc1ccc(F)cc1)c1noc2c1CCCC2`?
CASP6 VEID inh: 6.0; RAD52 inh: -0.6; ERp5 inh: 2.0; ARNT-TACC3 inh: -10.5

How did S=C(NC1CCCCC1)NC1CC2CCC(C1)N2Cc1ccccc1 (centres undefined) do in these assays?
CASP6 VEID inh: -5.0; RAD52 inh: -0.7; ERp5 inh: -0.8; ARNT-TACC3 inh: 3.4; esBAF inh: 0.2

What do the screens show for `Cc1nn(C)c(Cl)c1C(=O)NCC(=O)O`?
CASP6 VEID inh: -4.7; RAD52 inh: -4.6; ERp5 inh: 0.6; ARNT-TACC3 inh: -11.0; esBAF inh: 5.0

How did CCC(CO)Oc1cc(NCc2ccccc2Cl)c2ncn(C(C)C)c2c1 (centres undefined) do in these assays?
CASP6 VEID inh: 2.3; PglD DTNB: 0.6; RAD52 inh: -5.8; ERp5 inh: 0.8; ARNT-TACC3 inh: 4.5; E-selectin induc: 0.0; esBAF inh: 6.8; RAD54 inh: 0.9

Results for Cc1ccc2[nH]c(=O)c(CN(C)C(=O)c3ccccn3)cc2c1 ?
PglD DTNB: 7.7; ARNT-TACC3 inh: 4.7; esBAF inh: -1.5; RAD54 inh: -14.9

Results for Cc1ccc(N2CC(C(=O)Nc3cc(C(F)(F)F)ccc3N3CCCC3)CC2=O)cc1 (centres undefined) ?
CASP6 VEID inh: -0.3; RAD52 inh: -12.8; ERp5 inh: -4.9; ARNT-TACC3 inh: -0.4; E-selectin induc: 0.6

What do the screens show for `O=C(CCNS(=O)(=O)c1cccc2nsnc12)NCc1ccco1`?
CASP6 VEID inh: 1.6; PglD DTNB: -4.6; RAD52 inh: -6.0; ERp5 inh: -1.5; ARNT-TACC3 inh: 2.1; esBAF inh: 1.6; RAD54 inh: -7.4

Results for COCCCN1C(=O)C(CC(=O)NCc2ccco2)CC(C(=O)N2CCOCC2)=C1C (centres undefined) ?
CASP6 VEID inh: 4.2; PglD DTNB: -5.5; RAD52 inh: -11.3; ERp5 inh: -2.1; E-selectin induc: -0.3; esBAF inh: -5.7; RAD54 inh: 2.0

How did Cc1cc(NC(c2cccnc2)c2ccc3cccnc3c2O)no1 (centres undefined) do in these assays?
PglD DTNB: 1.1; ARNT-TACC3 inh: 63.0*; esBAF inh: -31.1; RAD54 inh: 4.3
